Assay outcomes (PubChem)
Vif-APOBEC3F blk: qHTS for Inhibitors of Vif-A3F Interactions: qHTS; HeLa A3F-eYFP + Vif (tagged APOBEC3F with the HIV-1 protein that degrades it), YFP fluorescence increase; Potency, µM (top dose mostly 46.1 µM), inactives show at the highest dose activity, negative = active; 390,000 compounds, 0.2% hits; AID 602313, 2012; note: potency is the fitted concentration of half-maximal effect; % of control where 0% means no effect; nearly all actives have a fitted effect of over 65% in size
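HeLa cells stably expressing Vif plus C-terminally eYFP-tagged A3F were seeded, incubated overnight at 37 deg C, dosed with compound, incubated overnight again at 37 deg C. Yellow fluorescence (Ex 488/Em 500-530) reported blocked Vif-mediated A3F-eYFP degradation.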
GRP78 ERSR act: qHTS for Inducers of the Endoplasmic Reticulum Stress Response (ERSR) in Human Glioma: qHTS; U87-MG GRP78 promoter luciferase reporter, 16 h; Potency, µM, for inactives: at the top dose activation, hits mostly activators; 420,000 compounds, 0.02% hits; AID 602332, 2012; note: potency is the fitted concentration of half-maximal effect; series mostly up to about 76 µM; % of control where 0% means no effect; nearly all actives have a fitted effect of over 35% in size
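ERSR induction read as luciferase luminescence (Bright-Glo, 10 min at room temperature) in stably transfected human U87-MG glioma cells exposed to compounds for 16 h, using GRP78 as sensor.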
rTrxR1 inhibitor: qHTS Assay for Inhibitors of Mammalian Selenoprotein Thioredoxin Reductase 1 (TrxR1): qHTS; 390,000 compounds, 1% hits; AID 588453, 2011; Thioredoxin reductase 1, cytoplasmic (Rattus norvegicus), O89049; recombinant rTrxR1, NADPH fluorescence consumption, selenite substrate; Potency, µM (doses to about 114 µM), for the others: at the highest dose activity change, negative = inhibition, most hits filed as inhibitors; note: potency is the fitted concentration of half-maximal effect; % is set by controls: 0 for no effect and ±100 for the full control effect; nearly all actives have a fitted effect of over 65% in size
Target sequence (O89049 whole entry, looked up): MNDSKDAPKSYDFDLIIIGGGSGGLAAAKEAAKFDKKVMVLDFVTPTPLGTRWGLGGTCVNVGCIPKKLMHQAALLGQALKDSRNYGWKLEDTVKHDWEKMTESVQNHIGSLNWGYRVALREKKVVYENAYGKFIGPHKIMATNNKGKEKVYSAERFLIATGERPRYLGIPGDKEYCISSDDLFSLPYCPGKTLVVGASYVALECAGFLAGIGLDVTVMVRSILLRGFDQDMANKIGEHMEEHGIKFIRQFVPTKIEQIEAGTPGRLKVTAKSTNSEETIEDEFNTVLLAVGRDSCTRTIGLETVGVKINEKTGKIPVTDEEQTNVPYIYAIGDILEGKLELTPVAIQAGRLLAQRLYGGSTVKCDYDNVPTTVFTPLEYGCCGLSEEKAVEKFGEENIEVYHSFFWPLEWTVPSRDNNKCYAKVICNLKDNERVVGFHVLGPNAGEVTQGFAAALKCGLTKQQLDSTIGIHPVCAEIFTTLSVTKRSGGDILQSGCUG
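Rat TrxR1 (90 nM in the dispensed reagent) was pre-reduced with 400 uM NADPH for 5 min at room temperature, then incubated with compound for 15 min. After 400 uM selenite was added, NADPH fluorescence (Ex 340/Em 450 nm) was followed for 8 min.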
IDH1 R132H inh: qHTS for Inhibitors of mutant isocitrate dehydrogenase 1 (IDH1): qHTS. AID 602179, 2012. IDH1-R132H enzyme, NADPH consumption, diaphorase/resazurin fluorescence. 390,000 compounds, 0.093% hits. Isocitrate dehydrogenase [NADP] cytoplasmic (Homo sapiens), O75874. Potency, µM (doses to about 76.6 µM), for inactives: top-dose activity change, negative = inhibition, actives largely listed as inhibitors; note: potency is the fitted concentration of half-maximal effect; % is set by controls: 0 for no effect and ±100 for the full control effect; nearly all actives have a fitted effect of over 65% in size
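IDH1-R132H (0.5 ug/mL) preincubated 30 min with compound, then NADPH (0.016 mM) and alpha-KG (2 mM) added; 80 min at RT, pH 7.5. Remaining NADPH coupled via diaphorase/resazurin to fluorescence (540/590 nm); concentration-response curves normalized to no-enzyme control.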
USP1 inh: Inhibitors of USP1/UAF1: Primary Screen; recombinant USP1/UAF1, Ub-Rhodamine cleavage fluorescence; Potency, µM (titrated, usually from 57.1 µM), inactives show at the top dose activity change, negative = inhibition, hits mostly inhibitors; 390,000 compounds, 0.23% hits; note: potency is the fitted concentration of half-maximal effect; % is set by controls: 0 for no effect and ±100 for the full control effect; nearly all actives have a fitted effect of over 60% in size; inactives centre near -12
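In this screen, compounds sit with the deubiquitinase complex (1nM) for 15 min at room temperature before Ub-Rho is added at 150nM final. Fluorescence rise is then followed for 6 reads every 60 seconds.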
LDHA inh: qHTS assay for inhibitors of human lactate dehydrogenase | 480,000 compounds, 0.15% hits | L-lactate dehydrogenase A chain (Homo sapiens), P00338 | purified LDHA, NADH/diaphorase-resazurin fluorescence; stronger effect = lower value | activity change, % (values are at about 110 or 230 µM); in the data active = activity change below about -30%; inconclusive = mostly about -25% to -30%;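 note: plate controls were DMSO wells for no effect and wells without enzyme for full effect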
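Human LDH5 at 2 nM final in Tris HCl pH 7.4 with 0.06 mM NADH and 0.2 mM pyruvate, reacted 5 minutes at room temperature. Remaining NADH coupled via diaphorase/resazurin; resorufin fluorescence read at 0 and 20 minutes, normalized to enzyme-free and DMSO wells.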
RGS4 inh: Inhibitors of Regulator of G Protein Signaling (RGS) 4: qHTS | Transcreener GDP fluorescence polarization, RGS4-accelerated GTP hydrolysis | AID 504845, 2011 | Potency, µM (highest dose often 114 µM), without a hit: at the top dose activity change, negative = inhibition, usual class: inhibitors | Regulator of G-protein signaling 4 (Homo sapiens), P49798 | 390,000 compounds, 0.039% hits; note: potency is the fitted concentration of half-maximal effect; % is set by controls: 0 for no effect and ±100 for the full control effect; nearly all actives have a fitted effect of over 75% in size; some results filed as inactive show a strong effect at the top dose
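MLSMR compounds (23 nl, pin-transferred) preincubated 10 min at room temperature with a 500nM (2x) first reagent, then RGS4 at 900nM (2x) plus Transcreener GDP mix added; fluorescence polarization (620/688 nm) read before and after 90 min at 30 °C.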
Vif-A3G inh: qHTS for Inhibitors of Vif-A3G Interactions: qHTS. 410,000 compounds, 0.076% hits. Potency, µM (series often up to 46.1 µM), for inactives: at the highest dose activity, negative = active, usual class: inhibitors. HeLa A3G-eYFP + Vif (tagged APOBEC3G with the HIV-1 protein that degrades it), YFP fluorescence, overnight;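 note: potency is the fitted concentration of half-maximal effect; % is set by controls: 0 for no effect and ±100 for the full control effect; nearly all actives have a fitted effect of over 60% in size; hits raise eYFP signal because A3G escapes Vif-driven loss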
Target sequence (Q9HC16 whole entry, looked up): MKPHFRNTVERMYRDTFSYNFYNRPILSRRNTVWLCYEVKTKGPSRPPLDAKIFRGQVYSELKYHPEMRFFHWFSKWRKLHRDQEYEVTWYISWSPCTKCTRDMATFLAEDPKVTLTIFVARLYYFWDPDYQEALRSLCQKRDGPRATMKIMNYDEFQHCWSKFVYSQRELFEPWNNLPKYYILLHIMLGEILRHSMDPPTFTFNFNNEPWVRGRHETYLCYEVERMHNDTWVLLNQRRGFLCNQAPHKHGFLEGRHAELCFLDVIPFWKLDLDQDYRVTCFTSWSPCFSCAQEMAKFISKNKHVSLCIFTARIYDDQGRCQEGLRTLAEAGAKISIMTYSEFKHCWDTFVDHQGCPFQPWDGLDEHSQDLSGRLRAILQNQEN
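Read-out is eYFP fluorescence (Ex 488/Em 500-530) from Vif-expressing HeLa A3G-eYFP cells; more signal means A3G escaped Vif-mediated degradation. Cells plated overnight, compound pinned in, incubated overnight at 37 deg C.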
TrxR1 substrate: qHTS Assay for Substrates of Mammalian Selenoprotein Thioredoxin Reductase 1 (TrxR1): qHTS | Thioredoxin reductase 1, cytoplasmic (Rattus norvegicus), O89049 | Potency, µM (top dose mostly 114 µM), inactives show at the highest dose activity change, negative = substrate turnover | purified TrxR1 substrate turnover, NADPH consumption readout | AID 588456, 2011 | 390,000 compounds, 0.01% hits; note: potency is the fitted concentration of half-maximal effect; % is set by controls: 0 for no effect and ±100 for the full control effect; nearly all actives have a fitted effect of over 50% in size
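Rat TrxR1, dispensed at 90 nM, was prereduced with 400 uM NADPH (final) for 5 min at ~22 deg C, then incubated with compound 15 min before 400 uM selenite. A first-read NADPH fluorescence drop versus no-compound background flagged substrates.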
Numbers without * were called inactive; ? = inconclusive; & = joins results of further samples; [ ] = another dose, or the depositor's remark. Unless noted, calls come from the whole dose curve; as a rule, active = well fitted curve in the direction sought with a large enough effect; inconclusive = small, poorly fitted or top-dose-only effect, or another doubt; inactive = no such curve, though single readings can be large; an effect the other way counts as inactive or inconclusive. A portion of the library; count on the stated rates, not on these rows.

SMILES	Vif-APOBEC3F blk	GRP78 ERSR act	rTrxR1 inhibitor	IDH1 R132H inh	USP1 inh	LDHA inh	RGS4 inh	Vif-A3G inh	TrxR1 substrate
CCOC(=O)C1=C(C)NC2=C(C(=O)CCC2)C1c1cccs1 (stereo not given)	-3%	-6%	32%[57.1 µM]	5%	-9%	-4	-12%	0%	5%[57.1 µM]
O=C(COc1ccc(F)cc1F)NNC(=O)Nc1cccc([N+](=O)[O-])c1	-6%	-5%	27%	2%	-4%	-10	?	?	13%
COc1ccc(NC(=O)CN(C)S(=O)(=O)c2ccc3c(c2)n(C)c(=O)c(=O)n3C)cc1	0%	-6%	-10%	-8%	-15%	0	-17%	-2%	-12%
O=C(CSc1nc(C(F)(F)F)cc(=O)[nH]1)Nc1ccc2c(c1)OCCO2	0%	0%	7%	2%	-4%	0	7%	-1%	1%
S=C(NCc1ccco1)Nc1ccc(N2CCOCC2)cc1	2%	-2%	-15%	-1%	-6%	1	-44%	-3%	-1%
O=[N+]([O-])c1ccc(-n2nnnc2-c2ccccc2)c([N+](=O)[O-])c1	3%	-15%	?	9%	-9%	21	-2%	-10%	-3%
CNC(=O)c1ccccc1-c1cn(C)c2ccccc2c1=O	8%	-3%	10%[57.1 µM]	5%	-8%	0	-19%	-1%	-9%[57.1 µM]
COc1ccc(CNC(=S)N/N=C/c2ccc(OC)c(OC)c2)cc1	-6%	3%	22%	0%	-1%	-3	20%	0%	11%
CC1=C(C(=O)Nc2ccccc2)C(c2ccncc2)n2nc(SCc3ccccc3F)nc2N1 (stereo not given)	0%	-3%	33%	11%	-20%	1	-3%	3%	10%
COc1ccc(C2C(C(=O)/C=C/c3ccco3)=C(O)C(=O)N2CCN2CCOCC2)cc1 (stereo not given)	-1%	-2%	-83%	4%	-9%	12	-18%	0%	-2%[57.1 µM]
Cc1cc(C)c2c(=O)[nH]c(SCC(=O)c3ccc(C(C)C)cc3)nc2n1	6%	-2%	12%	-3%	-18%	0	-6%	0%	-3%
Cc1ccc(C)c(NCC(=O)NNC(=S)Nc2ccccc2)c1	8%	-5%	-18%	12%	-23%	-5	-25%	15%	-1%
CCOC(=O)c1ccc(Nc2cc(-c3ccccc3)nc(C)n2)cc1	-15%	-2%	23%	16%	-25%	-4	10%	3%	22%
CCCCCCCNC(=O)c1cc(-c2ccncc2)nc2ccccc12	-29%	6%	6%	9%	-25%	-2	1%	-9%	3%
CCn1cc(C(=O)N2CCCC2)c(=O)c2cc(S(=O)(=O)N3CC(C)CC(C)C3)ccc21 (stereo not given)	-2%	-5%	13%	-2%	-3%	-12	55%[activator]	2%	-8%
Cc1cccc(NC(=O)CSc2nc(=O)n(Cc3cccnc3)c3c2CCC3)c1C	-1%	0%	5%[57.1 µM]	-2%	?	-4	15%	-3%	-1%[57.1 µM]
CCOc1ccccc1NC(=O)NCc1cccnc1	-1%	-2%	2%	3%	-17%	-4	-9%	0%	-5%
COc1ccc(/C=N/n2cncn2)cc1COc1ccc(NC(C)=O)cc1	0%	-3%	-8%	1%	-9%	-8	?	1%	-6%
Cc1ccc(S(=O)(=O)n2ccc(-c3cccc(OCc4c(F)cccc4Cl)c3)n2)cc1	1%	0%	16%	3%	-2%	-2	24%	-4%	0%
CCOc1ccc(-c2nnn(CC(=O)N3CCCC(C)C3)n2)cc1 (stereo not given)	-3%	0%	11%	11%	-19%	-12	30%	0%	5%
Cc1ccc(SC[C@H](Cc2ccccc2)N2CCN(C)CCC2=O)cc1	-3%	-6%	-5%	-2%[38.3 µM]	-28%	-1	7%	0%	-1%
CC(=O)c1cccc(NS(=O)(=O)c2cc3c(cc2C)n(C)c(=O)c(=O)n3C)c1	4%	-3%	9%	15%	-17%	-1	-3%	-3%	-4%
CCOc1ccc(N(CC(=O)Nc2ccccc2F)S(=O)(=O)c2c(C)[nH]c(=O)[nH]c2=O)cc1	-8%	-1%	-1%	-8%	-6%	-3	18%	0%	-3%
Cc1ccc(NC(=O)CSc2nnc(CNC(=O)C34CC5CC(CC(C5)C3)C4)n2-c2ccc(F)cc2)cc1	-7%	-5%	7%	-3%	-4%	-7	2%	0%	1%
COc1ccc(C)cc1NC(=O)CSc1nnc(-c2cc3cccc(OC)c3o2)n1N	-18%	-6%	1%[57.1 µM]	5%	-19%	-1	-17%	-11%	-8%[57.1 µM]
C#CC(=O)CCC1CCCN1C(=O)OC(C)(C)C (stereo not given)	?	3%	?	-9%	-20%	0	-32%	-6%	-3%[57.1 µM]
CN(C(=O)c1ccccc1F)C(c1ccccc1)c1ccccc1	-9%	-2%	21%	-4%	-8%	1	-10%	-1%	4%
Cc1ccc(NS(=O)(=O)c2c(C)[nH]c(C)c2C(=O)N2CCCCC2)cc1F	0%	1%	13%[57.1 µM]	-3%	-3%	-3	9%[56.9 µM]	0%	3%[57.1 µM]
O=C(NCc1cccnc1)C(=O)NCC(c1ccco1)N1CCN(c2ccc(F)cc2)CC1 (stereo not given)	-9%	-3%	-20%	2%	2%	-1	-1%	1%	-6%
COCC(C)NC(=O)Cn1c(SCc2ccccc2)nc2ccccc21 (stereo not given)	7%	3%&-1%	-5%&-1%	8%	-9%	-1&2	9%&-7%	-2%&-2%	-7%&-3%
FC(F)(F)c1cccc(Cc2noc(CN3CCCC(CN4CCCC4)C3)n2)c1 (stereo not given)	0%	-3%	1%	2%	-17%	-1	1%	4%	0%
Cc1onc(-c2ccccc2Cl)c1C(=O)Nc1cccc2cccnc12	-2%	-2%	0%[57.1 µM]	17%	?	3	11%	-17%	9%[57.1 µM]
O=C(Nc1cccc2ccccc12)c1ccccc1	-13%	1%	10%	6%	-23%	-4	-15%	-4%	3%
COc1ccc2cc3cc(C(=O)NCCN4CCN(Cc5ccccc5)CC4)oc3nc2c1	-2%	-3%	?	6%	-16%	-1	3%	-4%	509%[activator]
O=C(Cn1ccc(C(F)(F)F)n1)Nc1ccc(S(=O)(=O)NCc2ccco2)cc1	2%	1%	30%[57.1 µM]	1%	-6%	-13	25%	2%	6%[57.1 µM]
CSc1ncc(Cl)c(C(=O)N(Cc2ccccc2Cl)C2CCS(=O)(=O)C2)n1 (stereo not given)	1%	-3%	-6%	21%	?	1	-9%	2%	0%
Cc1onc(-c2c(F)cccc2Cl)c1C(=O)N(C)CCc1ccccn1	-21%	-1%	8%	-4%	-1%	-2	23%	-1%	1%
CSCCNCc1cn(-c2ccc(F)cc2F)nc1-c1ccccc1C	5%	-4%	6%[57.1 µM]	2%	-20%	-4	-3%	-6%	9%
CCc1cc([N+](=O)[O-])cc(CC)c1N	1%	-5%	9%[57.1 µM]	1%	-25%	-9	-9%	0%	8%[57.1 µM]
O=C(O)CSc1nnnn1-c1ccc2c(c1)OCCO2	2%	-2%	0%	-5%	-10%	-2	-20%	0%	-6%
Cc1cc(OCC(=O)OCC(=O)NCCN2C(=O)CSC2=O)ccc1Cl	2%	-2%	12%	-7%	-6%	-4	-1%	1%	-4%
Cc1ccc(S(=O)(=O)CCC(=O)OCC(=O)c2cc(C)ccc2C)cc1	5%	-3%	-3%	2%	-13%	-8	5%	1%	-8%
COc1ccccc1Nc1ccc([N+](=O)[O-])cc1N	-27%	-1%	-3%	16%	?	0	-11%[11.4 µM]	?	-7%
Cc1ccc(C(=O)NCCn2cc(SCC(=O)Nc3nnc(C)s3)c3ccccc32)cc1	0%	-8%	12%	2%	-31%	-17	-19%	-13%	7%[57.1 µM]
Nn1c(SCC(=O)NC2CCCCC2)nnc1-c1ccco1	7%	-3%	5%	6%	-6%	1	-21%	5%	8%
Cc1cccc(Nc2ncnc3nc[nH]c23)c1C	-1%	-2%	31%	-12%	4%	-12	9%	0%	1%
CCOC(=O)c1cc(-c2ccc(C)cc2)n(CC(=O)Nc2cc(C)ccc2C)c1C	-6%	-2%	4%	7%	-22%	0	0%	-2%	0%
CCSC(C)CC1C/C(=N/O)c2c(CC)noc2C1 (stereo not given)	1%	-3%	16%	-8%	?	-9	11%	0%	6%
